Screens: PubChem BioAssay, NCI
sgs1 mgt1 = NCI yeast anticancer drug screen, S. cerevisiae sgs1 mgt1 strain. % growth inhibition at 50 µM. actives 10% (n = 78,000);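 also: 0% = growth of vehicle-only cultures of the same strain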
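Mutant yeast exposed to compound; growth scored against vehicle-only wells.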
bub3 = NCI yeast anticancer drug screen, S. cerevisiae bub3 mutant strain; % growth inhibition at 50 µM; actives 9.9% (n = 78,000);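 also: 0% = growth of vehicle-only cultures of the same strain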
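Steps: expose the mutant yeast strain to compound; grow alongside vehicle-treated cultures; measure growth; express inhibition against the vehicle cultures.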
yeast mlh1 rad18 = NCI yeast anticancer drug screen, S. cerevisiae mlh1 rad18 strain; growth inhibition, % at 50 µM; actives 11% (n = 79,000); AID 175;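 also: 0% = growth of vehicle-only cultures of the same strain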
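Read-out is yeast growth inhibition, calculated against vehicle-only controls. The compound was applied to a strain engineered with DNA damage repair alterations.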
yeast rad50 = NCI yeast anticancer drug screen, S. cerevisiae rad50 strain; AID 155; actives 10% (n = 79,000); growth inhibition, % at 50 µM;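 also: 0% = growth of vehicle-only cultures of the same strain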
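Relative growth inhibition (compound vs vehicle) was measured in yeast with a defined repair-gene alteration.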
mec2-1 = NCI yeast anticancer drug screen, S. cerevisiae mec2-1 strain. % growth inhibition at 50 µM. AID 157. actives 9% (n = 79,000);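 also: 0% = growth of vehicle-only cultures of the same strain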
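Strain: mec2-1 (DNA repair/cell cycle alteration). Compound exposure, then growth measured; inhibition expressed relative to vehicle.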
cln2 rad14 = NCI yeast anticancer drug screen, S. cerevisiae cln2 rad14 strain; AID 165; actives 8.3% (n = 78,000); % growth inhibition at 50 µM;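 also: 0% = growth of vehicle-only cultures of the same strain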
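Strain: cln2 rad14 yeast, altered in cell cycle control and DNA damage repair. Read-out: growth inhibition vs vehicle.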
* = called active by the depositor; & = joins results of further samples. Rule as the data show it: active = growth inhibition above about 70%; inactive = the rest. Some of the compounds tested; the hit share may differ from the screen's.

What do the screens show for `CN1CCN(C)C1=Nc1ccccc1/C=C/C=C1C(=O)N(C)C(=O)N(C)C1=O`?
sgs1 mgt1: 13; bub3: -1; yeast mlh1 rad18: 15; yeast rad50: 3; mec2-1: 8; cln2 rad14: 12

How did [O-][n+]1onc2ccccc21 do in these assays?
sgs1 mgt1: 50; bub3: 47; yeast mlh1 rad18: 98*; yeast rad50: 98*; mec2-1: 52; cln2 rad14: 98*

Results for CC[C@@]12CCCN3CC[C@]4(c5cccc(OC)c5N(C(C)=O)[C@@H]4CC1)[C@H]32 ?
sgs1 mgt1: -44; bub3: -21; yeast mlh1 rad18: -37; yeast rad50: -29; mec2-1: -44; cln2 rad14: -3

How did O=[N+]([O-])c1cc([N+](=O)[O-])c(F)cc1F do in these assays?
sgs1 mgt1: -8; bub3: -26; yeast mlh1 rad18: -8; yeast rad50: -12; mec2-1: -15; cln2 rad14: -32

How did O=[As](O)(O)c1ccc(N=Nc2ccc(O)cc2)cc1 do in these assays?
sgs1 mgt1: -23; bub3: -36; yeast mlh1 rad18: 0; yeast rad50: -2; mec2-1: -14; cln2 rad14: 5

Results for CCc1ccc(OP(=O)(Oc2cc(C)cc(C)c2)Oc2cc(C)cc(C)c2)cc1 ?
sgs1 mgt1: -16; bub3: 2; yeast mlh1 rad18: -16; yeast rad50: -28; mec2-1: -13; cln2 rad14: 3

How did CC(Cl)CN(Cc1cc(CN(CC(C)Cl)CC(C)Cl)c(O)cc1O)CC(C)Cl (configuration not stated) do in these assays?
sgs1 mgt1: -5; bub3: -3; yeast mlh1 rad18: -8; yeast rad50: 1; mec2-1: -5; cln2 rad14: -19

What do the screens show for `O=[P+](O)c1cc2ccccc2c2ccccc12`?
sgs1 mgt1: -5; bub3: -11; yeast mlh1 rad18: 1; yeast rad50: -33; mec2-1: 17; cln2 rad14: -46

What do the screens show for `CC(C)(C)Nc1ccccc1.[C-]#[O+].[C-]#[O+].[C-]#[O+].[Cr]`?
sgs1 mgt1: -1; bub3: 28; yeast mlh1 rad18: 6; yeast rad50: -8; mec2-1: -2; cln2 rad14: 10

How did O=C(CBr)OCS(=O)(=O)O do in these assays?
yeast mlh1 rad18: -6; yeast rad50: -15; mec2-1: -32

How did O=C(N/N=C/c1cc(Br)cc(Br)c1[O-])c1ccccc1O.O=C(N/N=C/c1cc(Br)cc(Br)c1[O-])c1ccccc1O.[Zn+2] do in these assays?
sgs1 mgt1: 86*; bub3: 88*; yeast mlh1 rad18: 83*; yeast rad50: 52; mec2-1: 91*; cln2 rad14: 65

How did Cn1cccc1-c1cccnc1 do in these assays?
sgs1 mgt1: -7&-5; bub3: 0&-19; yeast mlh1 rad18: -9&-13; yeast rad50: -5&-24; mec2-1: -5&-35; cln2 rad14: 1&11

What do the screens show for `C[C@@H]1C[C@@H](O)[C@]2(O)O[C@@H]3C[C@@]4(C=O)[C@@H](CC[C@@H]5[C@@H]4CC[C@]4(C)[C@@H](C6=CC(=O)OC6)CC[C@]54O)C[C@H]3O[C@@H]2O1`?
sgs1 mgt1: 27; bub3: -15; yeast mlh1 rad18: -96; yeast rad50: -7; mec2-1: -17; cln2 rad14: -5

Results for CC(C)CN(CC(C)C)N=O ?
sgs1 mgt1: 35; bub3: -1; yeast mlh1 rad18: 14; yeast rad50: -38; mec2-1: -6; cln2 rad14: -29

Results for CS(=O)(=O)CCC(N)P(=O)(O)O (configuration not stated) ?
sgs1 mgt1: -48; bub3: -22; yeast mlh1 rad18: -31; yeast rad50: -46; mec2-1: -48; cln2 rad14: -9

Results for CC(C)N([P-]C(=O)[P-]N(C(C)C)C(C)C)C(C)C.[C-]#[O+].[C-]#[O+].[C-]#[O+].[C-]#[O+].[C-]#[O+].[C-]#[O+].[Fe].[Fe] (configuration not stated) ?
sgs1 mgt1: 4; bub3: 2; yeast mlh1 rad18: -1; yeast rad50: 3; mec2-1: 0; cln2 rad14: 11

Results for CCOC(=O)C(Cc1ccc(N(CCCl)CCCl)cc1)NC(=O)C(N)CO (configuration not stated) ?
sgs1 mgt1: 5; bub3: 12; yeast mlh1 rad18: 8; yeast rad50: -4; mec2-1: 18; cln2 rad14: -1

What do the screens show for `CC(=O)Oc1ccc(CCN(C)C2CC3CCC2(C)C3(C)C)cc1OC(C)=O` (configuration not stated)?
sgs1 mgt1: 46; bub3: 6; yeast mlh1 rad18: 41; yeast rad50: 51; mec2-1: 21; cln2 rad14: -11

What do the screens show for `CN1C(=O)C(=CN(C)c2ccccc2)C(=O)N(C)C1=O`?
sgs1 mgt1: 24; bub3: 4; yeast mlh1 rad18: -9; yeast rad50: 13; mec2-1: 8; cln2 rad14: 14

What do the screens show for `CCOC(=O)C(Cc1ccc(N(CCCl)CCCl)cc1)NC(=O)C(C)NC(C)=O` (configuration not stated)?
sgs1 mgt1: -16; bub3: -1; yeast mlh1 rad18: 7; yeast rad50: 0; mec2-1: -7; cln2 rad14: 16

What do the screens show for `CSP(N)(=O)OC(C)C` (configuration not stated)?
sgs1 mgt1: -16; bub3: -34; yeast mlh1 rad18: 16; yeast rad50: -17; mec2-1: 12; cln2 rad14: -24

What do the screens show for `C/C=C1/CN2C3C[C@H]1C(CO)(C(=O)OC)[C@H]2Cc1c3n(C)c2ccccc12` (some centres not stated)?
sgs1 mgt1: 17; bub3: 7; yeast mlh1 rad18: -9; yeast rad50: -1; mec2-1: -4; cln2 rad14: 0

How did CC12CCC(O)CC1CCC1C2CCC2(C)C(C(=O)CC(O)C(F)(F)F)CCC12 (configuration not stated) do in these assays?
sgs1 mgt1: 68; bub3: 84*; yeast mlh1 rad18: 86*; yeast rad50: 84*; mec2-1: 66; cln2 rad14: 71*

Results for O=P1(N2CCOCC2)OC(c2ccccc2)=CCN1c1ccc(Cl)cc1 (configuration not stated) ?
sgs1 mgt1: -2; bub3: 5; yeast mlh1 rad18: 7; yeast rad50: -9; mec2-1: 1; cln2 rad14: -20

Results for CN(C)P1P(N(C)C)P(N(C)C)P1N(C)C (configuration not stated) ?
sgs1 mgt1: 2; bub3: -8; yeast mlh1 rad18: -1; yeast rad50: -25; mec2-1: 10; cln2 rad14: -59

How did CC12CCC3C4CCC(=O)C(O)=C4CCC3C1CCC2OC(=O)CCC1CCCC1 (configuration not stated) do in these assays?
sgs1 mgt1: 14; bub3: 13; yeast mlh1 rad18: -1; yeast rad50: 3; mec2-1: 8; cln2 rad14: -28

Results for O=C(Cl)c1cc([N+](=O)[O-])cc([N+](=O)[O-])c1 ?
sgs1 mgt1: 46; bub3: -2; yeast mlh1 rad18: 47; yeast rad50: 48; mec2-1: 26; cln2 rad14: -10

How did O=C(CC(=O)C(F)(F)F)c1ccco1.[Fe] do in these assays?
sgs1 mgt1: 0; bub3: 7; yeast mlh1 rad18: 15; yeast rad50: 33; mec2-1: 21; cln2 rad14: 7

What do the screens show for `CN1CCc2cc3c(cc2C1)OCO3`?
sgs1 mgt1: 9&-13; bub3: 2&-6; yeast mlh1 rad18: 29&-18; yeast rad50: -15&-23; mec2-1: -17&2; cln2 rad14: 8&-23

How did C[C@]12CC[C@H]3[C@@H](CCC4=CC(=O)CC[C@@]43C)[C@]1(O)CC[C@]2(O)C(=O)CO do in these assays?
sgs1 mgt1: -30; bub3: -17; yeast mlh1 rad18: -9; yeast rad50: 11; mec2-1: -13; cln2 rad14: -2

A draw from above in order of SMILES length, ascending.
What do the screens show for `CSP(N)(=O)OC(C)C` (configuration not stated)?
sgs1 mgt1: -16; bub3: -34; yeast mlh1 rad18: 16; yeast rad50: -17; mec2-1: 12; cln2 rad14: -24

What do the screens show for `CN1CCc2cc3c(cc2C1)OCO3`?
sgs1 mgt1: 9&-13; bub3: 2&-6; yeast mlh1 rad18: 29&-18; yeast rad50: -15&-23; mec2-1: -17&2; cln2 rad14: 8&-23

Results for CN(C)P1P(N(C)C)P(N(C)C)P1N(C)C (configuration not stated) ?
sgs1 mgt1: 2; bub3: -8; yeast mlh1 rad18: -1; yeast rad50: -25; mec2-1: 10; cln2 rad14: -59

How did O=C(CC(=O)C(F)(F)F)c1ccco1.[Fe] do in these assays?
sgs1 mgt1: 0; bub3: 7; yeast mlh1 rad18: 15; yeast rad50: 33; mec2-1: 21; cln2 rad14: 7

Results for O=P1(N2CCOCC2)OC(c2ccccc2)=CCN1c1ccc(Cl)cc1 (configuration not stated) ?
sgs1 mgt1: -2; bub3: 5; yeast mlh1 rad18: 7; yeast rad50: -9; mec2-1: 1; cln2 rad14: -20

How did CC12CCC(O)CC1CCC1C2CCC2(C)C(C(=O)CC(O)C(F)(F)F)CCC12 (configuration not stated) do in these assays?
sgs1 mgt1: 68; bub3: 84*; yeast mlh1 rad18: 86*; yeast rad50: 84*; mec2-1: 66; cln2 rad14: 71*

The list goes on:
How did CC1(C)Cc2cccc(C=C(C#N)C#N)c2O1 do in these assays?
sgs1 mgt1: 3; bub3: -7; yeast mlh1 rad18: -3; yeast rad50: 7; mec2-1: 21; cln2 rad14: -64

How did Cc1ccc(-n2c(=S)[nH]c3ccc(C)cc3c2=O)cc1 do in these assays?
sgs1 mgt1: 16; bub3: 12; yeast mlh1 rad18: 5; yeast rad50: -3; mec2-1: -3; cln2 rad14: 12

Results for CCOP(=S)(S)OCC.[Pd] ?
sgs1 mgt1: 76*; bub3: 81*; yeast mlh1 rad18: 80*; yeast rad50: 79*; mec2-1: 68; cln2 rad14: 76*

How did COc1cccc(CC(N)c2cccc(OC)c2OC)c1OC (configuration not stated) do in these assays?
sgs1 mgt1: 4; bub3: -4; yeast mlh1 rad18: -22; yeast rad50: 2; mec2-1: -6; cln2 rad14: -3

What do the screens show for `Brc1ccc(-c2csc3c4ccccc4cc[n+]23)cc1`?
sgs1 mgt1: 12; bub3: 22; yeast mlh1 rad18: -2; yeast rad50: 15; mec2-1: -3; cln2 rad14: -2

What do the screens show for `CC(=O)C(Br)CC(C)C` (configuration not stated)?
sgs1 mgt1: -2; bub3: 9; yeast mlh1 rad18: 1; yeast rad50: 19; mec2-1: -6; cln2 rad14: -5

How did O=C1C(Br)=CC2(C=C1Br)CCN=c1c(O)c3c(c(O)c12)=NC=N3 do in these assays?
sgs1 mgt1: 20; bub3: 13; yeast mlh1 rad18: -9; yeast rad50: 27; mec2-1: 16; cln2 rad14: 19

How did COP(=O)(OC)C(N)Cc1c[nH]c2ccccc12 (configuration not stated) do in these assays?
sgs1 mgt1: -34; bub3: -6; yeast mlh1 rad18: -22; yeast rad50: -27; mec2-1: -41; cln2 rad14: 20

How did CC[C@](C)(O)C(=O)O[C@H]1C(=O)O[C@@H]2C[C@H]3C(C)=C[C@H](O)[C@@H](O)[C@]3(C)[C@H]3[C@@]4(O)OC[C@]32[C@@H]1[C@@H](C)[C@H]4O do in these assays?
sgs1 mgt1: 11; bub3: 14; yeast mlh1 rad18: 35; yeast rad50: 15; mec2-1: 10; cln2 rad14: 15

Results for CCOP(=O)(C=C=C(C)C)OCC ?
sgs1 mgt1: -11; bub3: -24; yeast mlh1 rad18: 4; yeast rad50: -18; mec2-1: -26; cln2 rad14: 9

Results for CCN1CCC(O)(c2ccccc2)C(C(=O)c2ccccc2)C1 (configuration not stated) ?
sgs1 mgt1: 5; bub3: -11; yeast mlh1 rad18: 16; yeast rad50: 5; mec2-1: -17; cln2 rad14: 21

How did CCOP(=O)(OCC)O/N=C(/c1ccccc1)C(C)C do in these assays?
sgs1 mgt1: 20; bub3: 0; yeast mlh1 rad18: 2; yeast rad50: 25; mec2-1: 5; cln2 rad14: 10

What do the screens show for `COc1ccc(S(=O)(=O)F)cc1NC(=O)c1ccc2ccccc2c1O`?
yeast mlh1 rad18: 42; yeast rad50: 6; mec2-1: 8

Results for NC(=S)c1cc(N(CCCl)CCCl)c([N+](=O)[O-])cc1[N+](=O)[O-] ?
sgs1 mgt1: 9; bub3: -12; yeast mlh1 rad18: -22; yeast rad50: 22; mec2-1: 0; cln2 rad14: 9

Results for CN1CN(c2ccccc2)C2(CCN(CCCC3(c4cccs4)OCCO3)CC2)C1=O ?
sgs1 mgt1: 6; bub3: 3; yeast mlh1 rad18: -9; yeast rad50: -17; mec2-1: -3; cln2 rad14: 1

Results for CSc1ccc([As](=O)(O)O)cc1 ?
sgs1 mgt1: 31; bub3: -18; yeast mlh1 rad18: 46; yeast rad50: 15; mec2-1: 4; cln2 rad14: 24

How did Cc1ncc([N+](=O)[O-])n1C(C)C(=O)Nc1ccc(N(CCCl)CCCl)cc1 (configuration not stated) do in these assays?
sgs1 mgt1: 4; bub3: -5; yeast mlh1 rad18: 13; yeast rad50: -6; mec2-1: 10; cln2 rad14: -2

What do the screens show for `CCCOP1(=O)C=C(O)C(Cl)=C(C)C1` (configuration not stated)?
sgs1 mgt1: -43; bub3: -19; yeast mlh1 rad18: -47; yeast rad50: -32; mec2-1: -15; cln2 rad14: -13
